Bioassay records as filed in PubChem.
miR-122 sensor = miR-122 inhibition in Huh7 cells. Huh7 miR-122 Renilla luciferase sensor, 48 h; neutral wells = 0, positive control = 100. activation (reporter increase), % at 12.5 µM. hit rate 0.3% among 340,000;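 active means mean replicate activation score at least 90 and every replicate individually at or above 90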;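 further: higher luciferase means less miR-122 activity so hits act as miR-122 inhibitors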
DENV2 CPE = DENV2-induced cell death inhibition. DENV2-infected cells, cytopathic effect rescue, plate reader. CPE inhibition, % at 9.99 µM. hit rate 1.7% among 350,000. AID 651640; in the data active means CPE inhibition above about 20%, passing the limit was not always enough; tested in BHK-21 cells;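 further: 0% = median of neutral control wells and 100% = median of positive control wells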
FN deposit inh = fibronectin deposition inhibition. hit rate 0.086% among 350,000. inhibition, % at 12.6 µM. AH1F fibroblasts, Alexa488-fibronectin deposition fluorescence, overnight. AID 743247;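 active means mean inhibition across replicates of 30% or more, regardless of how many single replicates reach that level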;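 further: positive control wells lacked labelled fibronectin entirely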
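Material: AH1F fibroblasts assembling fluorescent fibronectin matrix; amount: 10000 AH1F cells/well; medium: DMEM, 2% serum; reagent: Alexa488-fibronectin, 24 nM final in well; dosing: single compound dose, delivered by pin transfer; incubation: 1 h adhesion, overnight exposure; detection: fluorescence after three HBSS washes, excitation 485 nm, emission 525 nm; measure: fibronectin deposition inhibition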
CFTR F508del cor = CFTR F508del correction in bronchial cells; CFBE cells, YFP halide quenching; stimulated with forskolin plus potentiator P3; % fluorescence drop versus neutral controls; hit rate 0.36% among 350,000; activity (quench increase), % at 7.58 µM;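 active means mean added fluorescence quench of at least 8% versus neutral control, with both replicates also reaching 8%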;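 further: cells transiently co-express mutant CFTR-F508del with the halide-sensitive YFP; corrector assay measuring rescue of mutant channel to the surface after 24 h compound exposure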
GSIS activator = GLuc luminescence reporter in INS-1E cells, primary screen for activators of glucose-dependent secretion of insulin. AID 743287. hit rate 0.61% among 370,000. INS-1E GLuc reporter insulin secretion, 2-3 h. activation, % at 16.6 µM;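 active means lowest replicate activation of at least 40%, so every replicate reaches that level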;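 further: 0% = median of neutral control wells and 100% = median of IBMX positive control wells; some compounds called inactive have numbers as strong as hits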
PAX8 reporter = lowers PAX8-driven luciferase in RMG-I cells; RMG-I TPO-luciferase reporter, SteadyGlo, 24 h; inhibition, % at 12.6 µM; hit rate 1.2% among 360,000;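 active means mean replicate inhibition at least 60% with every replicate also reaching 60%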;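 further: luciferase light reporting Pax8 driven TPO promoter activity; plate controls were median of neutral control wells for no effect and mitoxantrone controls for full effect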
EWS-Fli block = EWS/Fli transcriptional activity inhibition. A673 NR0B1-luciferase reporter, viability-normalised. inhibition, % at 12.6 µM. hit rate 0.67% among 350,000. AID 651661;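 active means mean inhibition of at least 50% after viability correction, with every replicate also passing that limit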;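 further: firefly luciferase signal divided by Alamar Blue viability fluorescence both relative to DMSO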
An asterisk follows results filed as active; . = not tested or not shown; [ ] = another dose, or the depositor's remark. Not a hit list. Share with any hit: about 3.9%.

#	SMILES	miR-122 sensor	DENV2 CPE	FN deposit inh	CFTR F508del cor	GSIS activator	PAX8 reporter	EWS-Fli block
1	C[C@H](O)[C@@H]1C(=O)N2CCc3c([nH]c4ccccc34)[C@@H]2C[C@@H]1N(C)C(=O)Nc1ccc(Br)cc1	.	-10.4	-3.5	-3.4	-25.1	2.1	-7.8
2	O=c1c2ccccc2c2ccccc2c(=O)n1Nc1ccccc1	-2.8	5.6	-18.9	0.1	-13.1	-9.6	2.4
3	CCCCOc1cc(CC2CNC(=O)N2)ccc1OC (centres undefined)	-1.0	-4.5	-5.8	5.2	.	-51.1	-5.9
4	COc1ccc(OC)c(C2NC(=O)c3sc(=S)n(-c4ccccc4)c3N2)c1 (centres undefined)	-9.1	.	-18.7	.	.	6.1	.
5	O=C1CC2(CCN(C(=O)COc3ccccc3F)CC2)Oc2ccccc21	2.0	4.0	-2.1	0.3	1.1	5.8	-6.8
6	COC(=O)c1c(C(=O)OC)c(-c2cccc(F)c2)n2c1CS(=O)(=O)C2	.	9.8	0.5	1.9	23.2	-6.5	-0.5
7	Cc1noc(C)c1S(=O)(=O)N(C)C[C@@H]1OCc2ccccc2-c2ccccc2C(=O)N([C@@H](C)CO)C[C@@H]1C	.	5.5	-7.3	-3.8	5.5	-16.6	-0.5
8	O=C(O)c1cc(-c2ccc(Br)s2)nc2ccccc12	0.2	19.5	-4.4	3.2	-10.3	-0.2	-9.3
9	O=C(COc1ccc(F)cc1Cl)Nc1nc(-c2ccccn2)cs1	.	-0.8	16.8	1.1	5.5	21.3	15.4
10	CS(=O)(=O)N(CC1CCC1)C[C@H]1N[C@@H](CO)[C@H]1c1ccccc1	14.3[16.7 µM]	14.3	.	0.8	3.1	-18.7	-2.4
11	C[C@@H]1CCCCO[C@H](CN(C)C(=O)CCC(F)(F)F)[C@@H](C)CN([C@@H](C)CO)C(=O)c2cc(NC(=O)C3CCCCC3)ccc2O1	13.5[16.7 µM]	-0.7	-5.8	2.9	-22.0	8.8	6.0
12	CCCCOc1ccc(C(=O)N2CCN(CC(=O)Nc3ccc(C)cc3)CC2)cc1OC	.	1.4	-8.4	-3.5	-56.1	40.3	8.4
13	Cc1cccc(-c2cnc(C(O)c3ccc(F)c(C)c3)[nH]2)c1 (centres undefined)	25.6	2.4	-0.2	-2.7	-6.5	23.0	-19.6
14	O=c1ccc2ccc(OCCOc3cccc(Cl)c3)cc2o1	-2.9	-3.5	0.7	-0.4	18.3	-36.8	.
15	CCOc1ccc(-c2nc3scc(-c4cccs4)c3c(=O)[nH]2)cc1	.	0.1	-6.0	-0.9	4.1	8.4	-4.5
16	CC(C)(C)NC(=O)c1nn2c(C(F)(F)F)cc(-c3ccccc3)nc2c1Br	-4.9	2.8	0.9	1.9	13.4	-6.7	19.4
17	Oc1ccc(Br)cc1CN1CCCCCCC1	1.1	.	2.0	.	5.5	.	.
18	COc1cccc(C(=O)NCC(=O)N/N=C/c2cn[nH]c2-c2ccccc2)c1	-10.0	.	-6.9	-1.7	-6.5	34.6	9.4
19	CC(C)[C@H](NC(=O)c1ccccc1)C(=O)OCC(=O)Nc1ncc(Cl)cc1Cl	-7.6	-3.0	-0.5	0.2	20.3	.	-4.6
20	Cc1ccc(Cc2c(C)nc3nc(SCC(=O)NCCN4CCOCC4)nn3c2C)cc1	2.7	.	-4.0	.	.	19.9	.
21	OCCN(Cc1ccccc1)CC(O)COc1ccc(-c2ccccc2)cc1 (centres undefined)	.	2.7	-6.3	3.2	-48.6	-2.2	3.4
22	CCN(CC)c1ccc(S(=O)(=O)N2CCOCC2)cc1NC(=O)CSc1cccc[n+]1[O-]	2.2	-3.2	-4.7	.	-2.9	7.9	-0.9
23	O=C(COC(=O)CCS(=O)(=O)c1ccccc1)NNC(=O)c1ccc([N+](=O)[O-])cc1	-4.4	0.5	1.0	-2.8	.	-15.6	-14.4
24	O=C(Oc1ccc(C(=S)N2CCOCC2)cc1)c1cccc([N+](=O)[O-])c1	0.5	18.6	-1.3	.	.	-5.0	0.9
25	O=C(c1cc2ccccc2o1)N1CCN(c2ncccn2)CC1	-7.3	-4.3	-5.7	0.1	20.5	.	-5.7
26	O=C(CCN=C1NS(=O)(=O)c2ccccc21)OCc1ccccc1	-7.7	0.8	-2.1	-0.6	6.5	-13.8	2.7
27	Cc1csc(SCC(=O)Nc2nnc(C)s2)n1	-5.8	13.5	0.9	5.3	3.5	0.8	6.3
28	Cc1ccc2sc(N(CCCN(C)C)C(=O)CCS(=O)(=O)c3ccccc3)nc2c1C	-2.7	0.1	13.0	0.0	-8.7	80.9*	.
29	O=C(O)[C@H]1[C@H](CO)[C@H]2Cn3c(ccc(C4=CCCCC4)c3=O)[C@H]2N1C(=O)c1ccccc1F	1.1[16.7 µM]	.	.	-3.0	4.6	-28.9	4.1
30	O=C(O)c1ccc2c(c1)[C@@H]1C=CC[C@@H]1[C@H](c1ccccn1)N2	-19.4	.	10.0	.	.	-11.7	.
31	Cc1cc(S(=O)(=O)N2CCN(c3ccccn3)CC2)c(C)cc1Cl	1.5	-4.1	3.7	-0.6	.	0.1	-10.1
32	CCCc1nnc(NC(=O)Cn2cnc3ccccc3c2=O)s1	-7.2	.	5.1	.	4.0	.	.
33	Cc1noc(C)c1CCC(=O)Nc1cc(Cl)ccc1C(=O)O	-4.1	-11.5	10.2	-0.5	-13.9	-7.3	-0.4
34	CCOC(=O)c1cc(C(=O)NN)c(=O)[nH]c1C	-12.1	9.2	-11.5	1.5	-1.9	-14.8	-5.4
35	COC(=O)CNC(=O)c1ccc(OC2CCN(C(=O)C3CC3)CC2)cc1	1.0	-4.3	.	0.0	-2.8	-2.7	0.6
36	CC(C)(C)c1ccc(C(=O)Nc2ccccc2Cl)cc1	.	-2.8	2.9	0.8	-15.1	-110.6	-50.7
37	COC(=O)C1=C(C(=O)OC)[C@@H]2N(C)c3ccccc3[C@@]23C[C@@H](C(=O)OC)N(C(=O)c2ccco2)C3=N1	35.8	-4.1	3.0	5.2	-9.0	8.2	2.9
38	C[C@H]1COC(=O)[C@@H](Cc2ccc(F)cc2)CC/C=C\C[C@H](CC(=O)NCCO)C(=O)N1	-2.6	-6.4	-11.2	0.1	-2.9	-14.1	-8.7
39	S=C(NCCC1=CCCCC1)NCc1ccco1	.	.	-13.4	2.7	-4.5	-82.8	-33.6
40	CC(=O)c1cccc(NC(=O)c2cc(-c3ccc(F)cc3)on2)c1	-5.3	-3.3	.	-0.2	12.6	.	-1.0
41	Cc1cc(Cl)nc(Cl)c1C(=O)NCCc1ccccc1	2.5	-7.3	4.6	-0.1	4.3	-16.7	-11.6
42	CN(C)c1cccc(NC(=O)C2Cc3c(-c4cccnc4)ccnc3O2)c1 (centres undefined)	-1.7	12.3	-5.8	2.5	.	-14.8	-9.5
43	Cc1noc(C)c1S(=O)(=O)Nc1ccc2c(c1)C(=O)N([C@H](C)CO)C[C@H](C)[C@@H](CN(C)C(=O)CCC(F)(F)F)OCCCC[C@@H](C)O2	-2.5[16.7 µM]	-6.1	.	-0.3	2.0	-14.0	7.5
44	Cc1cc(S(=O)(=O)NCC2CCCO2)c(C)cc1Br (centres undefined)	.	-1.1	7.6	1.6	13.4	5.4	3.8
45	O=S(=O)(Nc1ccc(Cc2ccncc2)cc1)c1ccc(Cl)c(Cl)c1	9.6	3.9	.	-1.8	-14.3	.	5.6
46	CCc1nc(C)cc(N)c1OCc1ccccc1	2.9	.	-2.7	.	.	-12.8	.
47	O=C(CCc1nnc2ccc(N3CCC4(CC3)OCCO4)nn12)N1CCCCC1	-8.2	2.5	8.4	-3.0	-5.0	8.9	3.8
48	COCC(=O)N1CC2(CCN(C(C)=O)CC2)c2c([nH]c3cc(OC)ccc23)[C@H]1CO	.	6.5	.	1.1	1.1	.	-1.9
49	C[C@@H]1CCCCO[C@@H](CN(C)C(=O)c2ccncc2)[C@@H](C)CN([C@@H](C)CO)C(=O)c2cc(NS(=O)(=O)c3cccs3)ccc2O1	4.3[16.7 µM]	6.0	1.4	-1.0	4.6	-24.7	-12.2
50	CCCN1C(=O)/C(=C/c2ccc(OCc3ccc(C(=O)O)cc3)c(OC)c2)NC1=S	-9.4	4.6	4.6	0.6	-2.7	12.5	-1.6

[51] Cc1cccc(S(=O)(=O)NC[C@H]2CC[C@@H]3NC[C@@H]3O2)c1
[52] COc1cccc(C(=O)COC(=O)CCC(=O)NC2CCCCC2)c1
[53] COCCN1CCN(Cc2nc(C3(c4ccc(C)cc4)CCCC3)no2)CC1
[54] CCCC(=O)Nc1ccc2c(c1)C(=O)N(C)C[C@H](OC)[C@H](C)CN[C@H](C)CO2
[55] Cc1cccc(-n2ccc(=O)c(C(=O)Nc3ccc(S(=O)(=O)Nc4nccs4)cc3)n2)c1
[56] COc1ccc(CNC(=O)C2(CC3CC(c4ccccc4)=NO3)CCN(C(=O)C3CCCC3)CC2)cc1 (centres undefined)
[57] O=C(NC1CCCN(c2ccc(C(F)(F)F)cn2)C1)c1cc(Cl)ccc1F (centres undefined)
[58] CCOC(=O)Cc1csc(NC(=O)Nc2ccccc2)n1
entry no.	51	52	53	54	55	56	57	58
miR-122 sensor	.	1.3	4.9	0.6[16.7 µM]	16.1	-0.3	-6.4	2.2
DENV2 CPE	2.3	.	2.0	-8.4	6.8	-1.8	-14.7	.
FN deposit inh	.	-0.7	3.0	5.3	2.1	1.7	.	2.4
CFTR F508del cor	-0.5	0.8	-2.6	.	-0.7	-0.4	-0.7	.
GSIS activator	.	-12.5	-13.6	11.5	13.6	-61.8	12.3	.
PAX8 reporter	.	4.5	6.3	-9.8	-2.0	3.2	-3.3	-45.4
EWS-Fli block	-2.2	6.9	4.4	-0.5	.	5.5	.	.

Exported as labelled records: four of the compounds above
54	CCCC(=O)Nc1ccc2c(c1)C(=O)N(C)C[C@H](OC)[C@H](C)CN[C@H](C)CO2
  miR-122 sensor: 0.6[16.7 µM]
  DENV2 CPE: -8.4
  FN deposit inh: 5.3
  CFTR F508del cor: .
  GSIS activator: 11.5
  PAX8 reporter: -9.8
  EWS-Fli block: -0.5

55	Cc1cccc(-n2ccc(=O)c(C(=O)Nc3ccc(S(=O)(=O)Nc4nccs4)cc3)n2)c1
  miR-122 sensor: 16.1
  DENV2 CPE: 6.8
  FN deposit inh: 2.1
  CFTR F508del cor: -0.7
  GSIS activator: 13.6
  PAX8 reporter: -2.0
  EWS-Fli block: .

56	COc1ccc(CNC(=O)C2(CC3CC(c4ccccc4)=NO3)CCN(C(=O)C3CCCC3)CC2)cc1 (centres undefined)
  miR-122 sensor: -0.3
  DENV2 CPE: -1.8
  FN deposit inh: 1.7
  CFTR F508del cor: -0.4
  GSIS activator: -61.8
  PAX8 reporter: 3.2
  EWS-Fli block: 5.5

57	O=C(NC1CCCN(c2ccc(C(F)(F)F)cn2)C1)c1cc(Cl)ccc1F (centres undefined)
  miR-122 sensor: -6.4
  DENV2 CPE: -14.7
  FN deposit inh: .
  CFTR F508del cor: -0.7
  GSIS activator: 12.3
  PAX8 reporter: -3.3
  EWS-Fli block: .

Carrying on:
[59] C[C@@H]1CN([C@@H](C)CO)C(=O)c2cc(C#Cc3cccnc3)cnc2O[C@@H]1CN(C)Cc1ccccc1
[60] Cc1ccc(S(=O)(=O)Nc2cccc3c2O[C@H](CN(C)CC2CCCCC2)[C@H](C)CN([C@H](C)CO)C3=O)cc1
[61] COc1cccc(CN2CCN(Cc3ccc(O)c(OC)c3)CC2CCO)c1 (centres undefined)
[62] O=C(Nc1ccccc1)c1cc(C2CCCN(C(=O)C3CC3)C2)on1 (centres undefined)
entry no.	59	60	61	62
miR-122 sensor	-3.7[16.7 µM]	9.3[16.7 µM]	.	-29.6
DENV2 CPE	.	-0.2	-0.3	-1.9
FN deposit inh	12.6	.	.	.
CFTR F508del cor	-1.5	2.8	0.2	-1.9
GSIS activator	5.1	8.0	3.4	0.5
PAX8 reporter	.	-4.8	-16.3	-4.5
EWS-Fli block	-4.8	-0.2	-2.1	50.2
